# CHRM5 antagonist: blocks acetylcholine activation of human M5 receptor. P08912. CHO-hM5 cells, Fluo-8 calcium fluorescence, ACh EC80. inhibition, % at 3 µM. 360,000 compounds, 0.59% hits. AID 624040;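 active means inhibition above a per-plate cutoff, the mean of that plate's test compounds plus 3 SD, cut at about 27% in these data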;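 further: 0% = acetylcholine EC80 with DMSO and 100% = DMSO without agonist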
# Target sequence (P08912 whole entry, looked up): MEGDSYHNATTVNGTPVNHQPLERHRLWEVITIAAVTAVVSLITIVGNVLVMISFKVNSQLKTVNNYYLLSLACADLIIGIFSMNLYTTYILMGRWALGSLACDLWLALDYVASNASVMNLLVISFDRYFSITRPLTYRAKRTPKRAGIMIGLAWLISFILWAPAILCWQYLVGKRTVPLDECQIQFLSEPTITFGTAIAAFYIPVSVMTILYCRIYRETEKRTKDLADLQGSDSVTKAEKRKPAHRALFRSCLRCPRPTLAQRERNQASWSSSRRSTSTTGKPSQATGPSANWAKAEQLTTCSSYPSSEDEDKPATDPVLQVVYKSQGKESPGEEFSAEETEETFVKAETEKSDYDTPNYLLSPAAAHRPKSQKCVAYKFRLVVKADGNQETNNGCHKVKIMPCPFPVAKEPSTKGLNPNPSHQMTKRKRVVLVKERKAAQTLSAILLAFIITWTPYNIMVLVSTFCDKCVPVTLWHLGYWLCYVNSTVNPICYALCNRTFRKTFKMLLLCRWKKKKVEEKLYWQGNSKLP
# CHRM4 antagonist: CHRM4 antagonism in calcium assay; AID 624125; CHO-hM4 cells, ACh EC80, Fluo-8 calcium fluorescence; inhibition, % at 3 µM; P08173; 360,000 compounds, 0.73% hits;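 active means inhibition above its plate's cutoff, the mean inhibition of sample wells plus 3 SD, cut at about 27% in these data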;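 further: 0% = acetylcholine EC80 with DMSO and 100% = DMSO without agonist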
# M1 antag: human CHRM1 antagonism; P11229; CHO-K1 hM1, Fluo-8 calcium fluorescence, ACh EC80 antagonist; inhibition, % at 3 µM; AID 588852; 360,000 compounds, 1.3% hits;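 active means percent inhibition above its own plate's cutoff, namely the mean of that plate's compound wells plus 3 SD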;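 further: peak over basal fluorescence ratio during 140 s after agonist addition; 0% = ACh EC80 plus DMSO and 100% = DMSO alone without agonist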
# Target sequence (P11229 whole entry, looked up): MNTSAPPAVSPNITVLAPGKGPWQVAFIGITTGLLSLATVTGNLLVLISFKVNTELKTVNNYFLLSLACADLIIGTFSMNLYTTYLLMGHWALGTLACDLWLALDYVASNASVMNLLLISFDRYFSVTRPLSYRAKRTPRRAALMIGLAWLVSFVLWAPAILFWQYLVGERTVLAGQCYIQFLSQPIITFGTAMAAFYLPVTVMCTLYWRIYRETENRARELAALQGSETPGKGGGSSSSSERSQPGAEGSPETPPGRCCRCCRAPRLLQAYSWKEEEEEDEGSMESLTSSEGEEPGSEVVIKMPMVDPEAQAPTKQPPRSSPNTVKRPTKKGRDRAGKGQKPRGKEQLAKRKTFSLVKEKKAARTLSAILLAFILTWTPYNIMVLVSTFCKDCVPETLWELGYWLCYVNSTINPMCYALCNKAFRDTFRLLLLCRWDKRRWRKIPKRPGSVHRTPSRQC
# M1 PAM: potentiates human M1 receptor response to acetylcholine; activation, % at 3 µM; CHO-K1 hM1, Fluo-8 calcium fluorescence, ACh EC20; 0% = ACh EC20, 100% = maximal ACh; 360,000 compounds, 0.088% hits; P11229; AID 588819; in the data active means activation above about 19%, passing the limit was not always enough
# M4 PAM: potentiates acetylcholine response at human M4 receptor. 360,000 compounds, 0.4% hits. AID 624126. CHO-K1 hM4/Gqi5, Fluo-8 calcium fluorescence, ACh EC20; 0% = ACh EC20, 100% = maximal ACh. P08173. activation, % at 3 µM;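 active means activation above its plate's cutoff, the mean activation of sample wells plus 3 SD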; further: some results filed as inactive read as strong as hits
# M5 PAM: potentiates acetylcholine response at human M5 receptor. AID 624038. P08912. 360,000 compounds, 0.3% hits. CHO-K1 hM5, Fluo-8 calcium, ACh EC20 PAM; 0% = ACh EC20, 100% = ACh EC100. activation, % at 3 µM;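 active means activation above the run cutoff, the mean activation of all test compounds plus 3 SD, cut at about 18% in these data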
#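 System: CHO-K1 cell line with stable human muscarinic M5 receptor expression | Also added: EC20 acetylcholine as agonist stimulus | Compound: One concentration, 3 µM final (nominal) | Timing: Fluo-8 loading 80 min at 37 °C plus 30 min room temperature | Measured by: Fluo-8 calcium dye fluorescence, kinetic read | Read-out basis: % activation, ACh-normalized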
# CHRM5 agonist: CHRM5 agonism in calcium assay | P08912 | CHO-K1 hM5 cells, Fluo-8 calcium fluorescence; 0% DMSO wells, 100% maximal acetylcholine response | activation, % at 3 µM | 360,000 compounds, 0.19% hits;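 active means activation above the run's mean over test compounds plus 3 SD, cut at about 23% in these data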;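 further: signal is peak over basal fluorescence ratio across the kinetic read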
# CRFBP-R2 agonist: agonists of human CRF-binding protein/CRF-R2 receptor complex | HEK293 CRF-R2/CRF-BP, calcium dye fluorescence (FLIPR); percent of saturating CRF peptide response | 350,000 compounds, 0.46% hits | activation, % at 13.2 µM | AID 588473;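 active means activation of at least 50%, plus an integration ratio under a set limit after plate pattern correction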;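 further: plate controls were neutral control wells without compound for no effect and CRF at EC100 for full effect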
# CHRM4 agonist: CHRM4 agonism in calcium assay; 360,000 compounds, 0.14% hits; P08173; CHO-K1 hM4/Gqi5, Fluo-8 calcium fluorescence; vehicle 0%, full acetylcholine response 100%; activation, % at 3 µM;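 active means activation above the run mean over all test wells plus 3 SD, cut at about 32% in these data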;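 further: peak over basal fluorescence ratio per well then scaled between controls; 0% = DMSO wells and 100% = acetylcholine at EC100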
# * marks the source's active call; other numbers are inactive results; / = not tested or not shown.
# Every second line gives: M5 PAM	M4 PAM	CHRM4 antagonist	CHRM5 agonist	M1 antag	CHRM4 agonist	CRFBP-R2 agonist	CHRM5 antagonist	M1 PAM
Cc1cc(Br)cc2c(C(=O)Nc3c(C)n(C)n(-c4ccccc4)c3=O)cc(-c3cccs3)nc12
    1	-2	7	1	-7	1	-0.1	-1	8
CC(C)OP(=O)(Nc1cccc2ccccc12)OC(C)C
    -1	9	-9	1	0	1	-1.2	0	15
Cc1cc(C(=O)Nc2ccccc2N2CCOCC2)ccc1[N+](=O)[O-]
    -6	-1	2	4	-2	0	-0.4	-3	4
Cc1c(Cl)ccc2sc(NC(=O)C3CC3)nc12
    -2	2	8	6	1	5	1.7	3	-2
Cc1cccc2cc(CN(Cc3ccc(F)cc3)C(=O)C(F)(F)F)c3nnnn3c12
    0	7	1	3	2	0	-2.9	-5	2
CCC(=O)c1ccc(Oc2nc3c(c(=O)n(C)c(=O)n3C)n2CC)cc1
    0	-6	-16	1	-12	2	1.0	4	17
CCOc1ccc2[nH]c3nc(SCC(=O)NC4CC4)nnc3c2c1
    4	8	4	-2	-9	1	0.6	1	9
O=C(O)CNc1ncccc1[N+](=O)[O-]
    -7	3	-1	-3	-2	1	-0.6	13	-1
O=C1C(Nc2ccc(O)cc2)=C/C(=N/S(=O)(=O)c2cccs2)c2ccccc21
    2	-10	7	-7	10	9	-0.6	35*	-7
CCN(Cc1nc2cc(Cl)ccc2c(=O)[nH]1)C(=O)c1cccc(OCc2c(C)noc2C)c1
    -4	-5	-5	-6	-11	0	-0.9	-3	0
CCOC(=O)N1CCN(C(=O)c2cc(COc3ccc(OC)cc3Cl)on2)CC1
    4	12	-6	3	-1	4	0.1	3	3
COc1ccc(N(CN2C(=O)c3ccccc3C2=O)C(=O)COc2ccc(Cl)cc2Cl)cc1
    1	1	8	-4	-3	-1	-1.0	3	6
COc1ccc(-c2nnc(SCC(=O)Nc3ncc(C(F)(F)F)cc3Cl)n2CC(C)C)cc1
    -2	3	2	-4	-5	-1	-0.9	1	4
CC(C)C[C@H](NC(=O)N1CC(=O)Nc2ccccc21)C(=O)N[C@@H](Cc1c[nH]c2ccccc12)C(=O)O
    -2	-5	2	2	6	1	0.9	1	-3
Cc1cc(C(=O)COC(=O)[C@H](C)NC(=O)c2ccco2)c(C)n1Cc1ccco1
    2	3	-18	0	-12	1	8.4	-15	7

# Every second line gives: M5 PAM	M4 PAM	CHRM4 antagonist	CHRM5 agonist	M1 antag	CHRM4 agonist	CRFBP-R2 agonist	CHRM5 antagonist	M1 PAM
COc1ccc(C(CNC(=O)CSc2ccccc2F)N2CCOCC2)cc1 (stereo unspecified)
    -12	2	-11	1	8	2	-0.2	1	4
CCN1C(=O)[C@H]2[C@H]3CN=C(SCc4ccc(C)cc4)N3[C@@](Cc3ccccc3)(C(=O)OC)[C@H]2C1=O
    1	-8	12	0	-9	5	0.3	3	4
Fc1cc(F)c2nc(N3CCCC3)sc2c1
    1	-7	-5	-6	-8	2	-0.2	4	9
Cc1ccc(NC(=S)N(CCCN2CCN(C)CC2)Cc2cccs2)cc1C
    6	4	-10	-8	-6	3	15	3	8
COc1cccc(/C=N/Nc2ncnc(N)c2[N+](=O)[O-])c1OC
    2	2	-14	-1	-2	-1	-0.7	1	7
O=C(c1ccccc1)c1c(-c2ccccc2)[nH]n(-c2ccccc2)c(=O)c1=O
    1	3	-10	1	-7	0	-4.8	3	6
N#CC(C#N)=C1NC(N)=C(C#N)C(c2ccccc2)=C1C#N
    2	2	7	0	5	-1	/	2	1
CCCCN=C1SC(C(=O)Nc2sc3c(c2C(=O)OC)CCC3)C(N)=C1C(=O)N1CCOCC1 (stereo unspecified)
    5	3	4	-1	-30	0	2.0	0	5
COc1cccc(/C=N/Nc2c(Cl)cncc2Cl)c1O
    -3	-2	-8	-2	9	4	-1.1	0	-6
Cc1ccc2oc(=O)c(/C=C(\O)C(C)(C)C)nc2c1
    2	4	-3	-2	-7	1	0.1	7	6
CS(=O)(=O)NN1C(=O)c2ccccc2NC12CCCC2
    -5	1	-1	-1	-2	1	-4.2	8	2
CCOC(=O)c1cnc(SCC(=O)NCc2cccs2)nc1N
    3	1	-4	2	1	2	-1.5	-5	2
COc1cc(Cl)ccc1OCc1cc(C(=O)N(C)Cc2cccc3cnccc23)no1
    -12	-9	-4	0	3	19	0.2	13	-6
CN(CC(=O)Nc1ccc(F)c(F)c1F)C(=O)c1cc(-c2ccncc2)nc2ccccc12
    -21	-9	7	1	12	15	-0.3	11	-6
COc1cc(/C=N/n2cnnc2)ccc1Oc1nc(Cl)ncc1F
    -3	-5	8	-1	-8	0	-0.5	4	4

# Every second line gives: M5 PAM	M4 PAM	CHRM4 antagonist	CHRM5 agonist	M1 antag	CHRM4 agonist	CRFBP-R2 agonist	CHRM5 antagonist	M1 PAM
O=C(NC(=S)Nn1cnc2c(cnn2-c2ccccc2)c1=O)c1ccc(Cl)cc1
    7	2	3	-4	-4	0	0.4	-3	8
Cc1cccc(C)c1NC(=O)CSc1nnc([C@@H]2CCCN2C(=O)OC(C)(C)C)o1
    -1	7	3	-1	-1	1	1.6	3	5
CC(=O)Nc1ccc(S(=O)(=O)NCCC(=O)Nc2cccc(Cl)c2)cc1
    0	1	4	-3	-1	1	1.5	6	2
CC(OC(=O)c1ccc([N+](=O)[O-])s1)C(=O)NC1CCCCC1C (stereo unspecified)
    -5	4	-6	2	-11	1	-0.8	1	9
CCCN(CCC)C(=O)/C=C/c1cccc([N+](=O)[O-])c1
    2	-1	1	-2	-7	0	3.1	7	2
CCCCn1c(-c2ccsc2)nc2c1c(=O)[nH]c(=O)n2CCC
    0	5	-4	-2	-5	0	-2.3	-4	6
C[C@@H]1CN([C@@H](C)CO)S(=O)(=O)c2ccc(Br)cc2O[C@H]1CN(C)Cc1ccc(-c2ccccc2)cc1
    2	3	-15	2	-13	1	6.2	-1	7
Oc1ccc(Cl)cc1CNCC1CCCO1 (stereo unspecified)
    5	-1	-1	-1	-11	0	0.9	-6	8
COCCN(CCOC)Cc1cc(=O)oc2cc3c(cc12)CCC3
    2	5	0	-1	-11	1	-2.6	-2	10
CC(C)NC(=O)N(C)C[C@H]1Oc2ccc(NC(=O)CCN3CCOCC3)cc2C(=O)N([C@H](C)CO)C[C@@H]1C
    2	-3	-8	0	-1	0	-0.1	-7	3
Cc1ccc(/C=N/c2sc3c(c2C#N)CCCCC3)o1
    -1	0	11	-3	-11	0	1.2	3	8
O=C(Cn1cc(C(=O)C(=O)N2CCOCC2)c2ccccc21)Nc1cccc(C(F)(F)F)c1
    0	-1	-9	2	1	7	1.5	-4	-1
CC(C)CC(C(=O)Nc1oc(-c2ccccc2)c(-c2ccccc2)c1C#N)N1C(=O)c2ccccc2C1=O (stereo unspecified)
    3	3	2	-1	6	0	-0.1	-5	1
CC(=O)c1c(C)[nH]c(C(=O)OCC(=O)Nc2cccc(S(=O)(=O)N(C)C)c2)c1C
    0	4	-3	2	-11	1	0.0	2	9
N#CCCN(CCC#N)C(=S)NC1CC2C=CC1C2 (stereo unspecified)
    7	2	5	-2	-5	0	0.7	3	9

# Every second line gives: M5 PAM	M4 PAM	CHRM4 antagonist	CHRM5 agonist	M1 antag	CHRM4 agonist	CRFBP-R2 agonist	CHRM5 antagonist	M1 PAM
Cc1ccc(S(=O)(=O)N(C)C)cc1NC(=O)c1ccccc1Br
    8	-3	2	1	-3	4	0.0	-7	8
COc1ccc(-c2cn3c(n2)CCC3)cc1
    1	1	-4	-5	-7	0	-0.4	-2	6
COc1cc(C(c2c(C)[nH][nH]c2=O)c2c(C)[nH][nH]c2=O)ccc1OCc1ccc([N+](=O)[O-])cc1
    8	7	15	4	1	3	2.2	2	10
CC(C)(C)C1CCc2[nH]nc(C(=O)O)c2C1 (stereo unspecified)
    2	7	2	-1	-8	0	7.0	4	4
CCc1nnc(NC(=O)c2ccc(N3C(=O)CCC3=O)cc2)s1
    -4	1	5	0	-8	1	-0.9	1	4
CCCCNC(=O)CSc1nc2ccccc2c(=O)n1Cc1ccc2c(c1)OCO2
    -1	0	5	3	-8	1	0.0	4	6
Nc1sc2c(c1C(=O)c1ccccc1)CCCC2
    0	-2	6	-1	1	-1	0.6	3	10
Cc1cc(C)n(-c2nc(SCCN3CCOCC3)c3c4c(sc3n2)CCCC4)n1
    -1	-2	5	-3	-10	2	-2.2	5	5
O=C(Nc1ccc2c(c1)OCO2)c1cc(Cl)ccn1
    -4	5	5	-4	-3	1	-3.6	5	0
Cc1cccc(C(=O)N2CC3(C)CC2CC(C)(C)C3)c1 (stereo unspecified)
    1	14	-9	-2	-4	0	-5.5	2	11
COc1ccc(C(C)=O)cc1COc1cccc2c1OC(C)(C)C2
    2	0	-8	0	-13	2	-0.3	4	5
CC(C)NCC(=O)NC12CC3CC(CC(C3)C1)C2
    -1	1	0	-5	-4	0	-1.0	5	5
Cc1c(NN=C(C#N)C#N)c(=O)n(-c2ccccc2)n1C
    -7	0	6	0	-2	0	12	4	0
COC(=O)C1N[C@@H]([C@@H](NC(=O)COc2ccccc2)C(=O)NCc2ccsc2)SC1(C)C (stereo partly specified)
    -3	5	0	-1	20	12	-5.4	11	-15
Cc1ccc2nc(-c3cccc(Cl)c3)c(Cc3cccc(F)c3)n2c1
    0	6	-5	-1	/	-1	/	-10	/

# Every second line gives: M5 PAM	M4 PAM	CHRM4 antagonist	CHRM5 agonist	M1 antag	CHRM4 agonist	CRFBP-R2 agonist	CHRM5 antagonist	M1 PAM
C#CCn1cc[n+](CC(=O)N(C)C)c1
    -4	6	-9	1	8	1	-1.0	1	2
CC(C)(C)n1ncc2c(=O)n(Cc3cc(F)c(Cl)cc3Cl)cnc21
    -14	-1	6	2	-5	1	4.5	14	2
CN(c1ccccc1)S(=O)(=O)c1cc(C(=O)Nc2ccccc2N2CCOCC2)ccc1Cl
    -1	7	-20	0	-6	2	1.0	5	11
COC(CNc1cc(=O)oc2ccccc12)OC
    6	-2	1	-2	-27	0	-0.6	-9	9
COC(=O)c1sc(S(=O)(=O)NC(C)C(=O)O)c(C(=O)OC)c1C (stereo unspecified)
    4	6	0	-3	-4	2	-1.8	-2	5
CCn1cc(CN2CCc3c([nH]c4ccccc34)C2c2cccc(OC)c2OC)c(C)n1 (stereo unspecified)
    0	-14	10	-9	-6	-1	-3.4	5	-3
C=CCn1c(C)cc(C(=O)Cn2ncc(Cl)c(Cl)c2=O)c1C
    5	7	5	-2	-1	0	0.8	1	3
CC(=O)N1CCN(C(=O)c2ccc(Cl)c(S(=O)(=O)N3CCCC3)c2)CC1
    2	5	-14	3	4	1	-0.5	7	6
Cc1sc(NC(=O)c2ccco2)nc1-c1ccccc1
    2	20	2	17	-24	2	-3.7	-9	16
Cc1ccc(-c2ccc(=O)n(CC(=O)NCCC(C)C)n2)cc1
    -8	-8	-1	-7	-10	-1	-3.0	13	10
CC(C)=CC(=O)N1CCC(n2nccc2NC(=O)CCc2ccccc2)CC1
    -3	-4	2	1	3	2	-1.9	5	-1
O=S(=O)(Nc1ccc(O)cc1)c1cccc2cccnc12
    -5	3	-6	3	-12	1	-0.7	4	4
CN(Cc1nccn1C)C(=O)CC1C(=O)NCCN1CC(c1ccccc1)c1ccccc1 (stereo unspecified)
    -8	-2	3	-6	1	1	6.5	13	-1

# High-throughput results deposited in PubChem BioAssay by several laboratories.
